Screening results as filed in PubChem BioAssay.
p97 ATPase inh = inhibitors of human p97 ATPase, primary screen, biochemical; inhibition, % at 8 µM; Transitional endoplasmic reticulum ATPase (Homo sapiens), P55072; recombinant p97 ATPase, Kinase-Glo ATP luminescence, 3 h; 220,000 compounds, 0.42% hits; in the data active = inhibition above about 15%;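 also: 0% = DMSO vehicle and 100% = wells lacking enzyme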
Tb hexokinase = Trypanosoma brucei hexokinase 1 inhibitors, primary screen, biochemical, G6PDH-coupled NADH absorbance, MLSCN library. hexokinase 1 [Trypanosoma brucei]. AID 1430, 2008. inhibition, % at 10 µM. recombinant TbHK1, G6PDH-coupled NADH A340. 220,000 compounds, 0.11% hits;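 active = inhibition of 50% or more in the single-dose primary screen; inactive = inhibition below 50%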
EBV gp42 inh = Epstein-Barr virus gp42 inhibitors, primary screen, biochemical, uHTS, fluorescence polarization. Glycoprotein 42 (Epstein-Barr virus (strain AG876)), Q1HVG2. Fluorescence polarization binding assay, mP read-out. 220,000 compounds, 0.42% hits. AID 1085, 2008. inhibition, % (tested at 21.74 µM); in the data active = inhibition above about 50%
Target sequence (Q1HVG2 whole entry, looked up): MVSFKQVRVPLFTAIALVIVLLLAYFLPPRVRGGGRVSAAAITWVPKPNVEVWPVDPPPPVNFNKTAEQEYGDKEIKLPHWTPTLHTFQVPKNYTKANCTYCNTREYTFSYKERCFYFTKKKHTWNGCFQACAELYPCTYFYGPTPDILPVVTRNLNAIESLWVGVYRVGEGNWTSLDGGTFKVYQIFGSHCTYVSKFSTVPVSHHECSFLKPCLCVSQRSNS
Calpain2 inh = inhibitors of pig calpain II, primary screen, biochemical, fluorogenic peptide substrate, 1536-well. purified calpain II, 30 min. inhibition, % at 16 µM. 220,000 compounds, 0.37% hits. AID 1236, 2008;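 active = inhibition above about 50%, limit read from the data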
Furin inh = human furin inhibitors, primary screen, biochemical, fluorescence intensity; P09958; purified furin, fluorogenic substrate cleavage; inhibition, % at 30 µM; 220,000 compounds, 0.061% hits; AID 463115, 2010; in the data active = inhibition above about 25%; also: inactives centre near -15
Target sequence (P09958 108-714 limits assumed): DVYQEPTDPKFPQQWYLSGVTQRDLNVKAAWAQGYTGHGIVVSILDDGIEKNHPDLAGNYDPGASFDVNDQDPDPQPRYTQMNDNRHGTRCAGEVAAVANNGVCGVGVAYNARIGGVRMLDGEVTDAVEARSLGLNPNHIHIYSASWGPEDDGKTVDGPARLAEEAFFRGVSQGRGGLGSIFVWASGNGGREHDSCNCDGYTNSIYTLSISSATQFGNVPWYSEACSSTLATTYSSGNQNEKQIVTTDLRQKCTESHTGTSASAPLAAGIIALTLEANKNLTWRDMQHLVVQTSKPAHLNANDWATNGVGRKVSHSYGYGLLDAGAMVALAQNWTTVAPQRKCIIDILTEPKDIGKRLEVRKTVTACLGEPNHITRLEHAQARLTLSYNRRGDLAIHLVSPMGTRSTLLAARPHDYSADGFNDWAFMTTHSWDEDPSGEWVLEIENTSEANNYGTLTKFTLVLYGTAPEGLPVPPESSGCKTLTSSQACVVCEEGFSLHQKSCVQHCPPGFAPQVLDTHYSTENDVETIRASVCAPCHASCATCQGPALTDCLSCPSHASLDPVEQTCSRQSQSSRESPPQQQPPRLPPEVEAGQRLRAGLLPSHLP
NCF1 inh = p47phox/p22phox peptide binding inhibitors, primary screen, biochemical, uHTS, NADPH oxidase regulatory subunit. fluorescence polarization, 2 h. 220,000 compounds, 0.53% hits. inhibition, % at 24.7 µM;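 active = inhibition above about 30%, limit read from the data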;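 also: 0% = p47phox with labelled peptide and 100% = labelled peptide alone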
Runt-SMMHC FRET = inhibitors of RUNX1 Runt–CBFb-SMMHC binding, primary screen, biochemical, FRET, Cerulean-Runt, Venus-CBFb-SMMHC, uHTS. Cerulean-Runt/Venus-CBFb-SMMHC FRET ratio 530/480, 1 h. inhibition, % at 20 µM. 220,000 compounds, 0.74% hits. AID 1434, 2008;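 active = mean inhibition across duplicate retests at 20 µM reaching about 50%, limit read from the data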;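 also: 0% = DMSO wells and 100% = wells with excess untagged CBFb-SMMHC; inhibitors lower the FRET ratio by blocking Runt binding to CBFb-SMMHC; some results filed as inactive read as strong as hits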
RBBP9 inhibitor = human RBBP9 inhibitors, primary screen, biochemical, fluorescence polarization, FP-Rh probe, HTS. Serine hydrolase RBBP9 (Homo sapiens), O75884. recombinant RBBP9. inhibition, % at 7.94 µM. 220,000 compounds, 0.2% hits. AID 1515, 2009;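 active = inhibition above the campaign mean of all tested compounds plus 3 SD, cut at about 14% in these data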;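 also: plate controls were DMSO wells with RBBP9 for no effect and wells lacking RBBP9 protein for full effect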
Target sequence (O75884 whole entry, looked up): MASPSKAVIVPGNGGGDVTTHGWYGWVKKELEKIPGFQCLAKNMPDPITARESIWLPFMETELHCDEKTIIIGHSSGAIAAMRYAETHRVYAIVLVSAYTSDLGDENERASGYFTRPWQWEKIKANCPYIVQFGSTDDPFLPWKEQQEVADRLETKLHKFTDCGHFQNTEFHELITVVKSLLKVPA
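System: RBBP9 protein / Quantity: 2.5 µM RBBP9 dispensing solution, before mixing / Also added: Serine-hydrolase probe FP-Rh, 375 nM pre-mixing / Dosing: 7.94 µM single dose, 0.794% DMSO / Timing: enzyme-compound preincubation 30 min, then probe labeling 45 min, 25 °C / Signal: FP readout at 525/598 nm / Controls: DMSO-treated enzyme wells and wells lacking RBBP9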
Runt-CBFb FRET = inhibitors of RUNX1 Runt–CBFb binding, primary screen, biochemical, FRET, Cerulean-Runt, Venus-CBFb, uHTS. inhibition, % at 20 µM. Runt-related transcription factor 1 (Homo sapiens) + Core-binding factor subunit beta …. Cerulean-Runt/Venus-CBFb FRET ratio 530/480, 1 h. 220,000 compounds, 0.46% hits;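 active = inhibition over about 50% at 20 µM in the single-dose screen, limit read from the data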;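 also: 0% = DMSO wells and 100% = excess unlabeled CBFb competitor control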
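test system = Cerulean-Runt domain fusion protein, energy donor | probe or stimulus = Venus-CBFb binding partner, 100 nM | incubation = two 1 h room-temperature incubations shielded from light | detection = fluorescence energy transfer, 422 nm excitation, 530/480 nm emission | measure = loss of energy transfer signal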
Starred values were filed as active, the others as inactive; · = not tested or not shown; & = joins results of further samples; [ ] = another dose, or the depositor's remark. No enrichment for hits; any-hit rate near 2.7%.

p97 ATPase inh,Tb hexokinase,EBV gp42 inh,Calpain2 inh,Furin inh,NCF1 inh,Runt-SMMHC FRET,RBBP9 inhibitor,Runt-CBFb FRET,Structure
-0.8,-3.2,-8.5,17.5,-22.5,-4.8,2.5,-3.6,3.0,OC(CNCc1ccccn1)c1ccccc1 (stereo not drawn)
0.3,-1.5,-2.2,-20.4,-10.2[20 µM],-15.6,20.8,-1.8,7.2,COc1cc2c(cc1OC)CN(CC(=O)Nc1cccc(C)c1)CC2
4.4,4.7,-8.7,-21.5,-17.5[20 µM],-0.4,1.9,0.1,0.5,COc1cc(NC(=O)CC2NCCNC2=O)cc(OC)c1 (stereo not drawn)
-3.9,5.2,-8.9,-4.4,-5.4,10.3,-0.2,-10.5,0.5,O=C(C1CC1)N1CCc2cc(Br)cc(S(=O)(=O)NCCN3CCOCC3)c21
2.8,-9.2,-17.0,-1.4,-20.3,-11.4,-5.6,14.8*,1.0,COc1ccc(N2C(=O)C3CCCN3C2c2cc(OC)c(OC)cc2OC)cc1 (stereo not drawn)
3.9,7.2,-3.7,-2.5,-24.2,-1.8,-1.3,1.4,-1.9,O=C(CN1C(=O)C2C3c4ccccc4C(c4ccccc43)C2C1=O)N1CCOCC1 (stereo not drawn)
0.6,-11.2,1.8,-50.9,-23.8,3.6,8.1,-13.4,8.7,Fc1ccc(C2c3[nH]c4ccccc4c3CCN2Cc2ccoc2)cc1 (stereo not drawn)
-3.3,0.2,24.4,-52.2,-9.0,-24.7,-6.9,3.1,10.7,N#Cc1ccsc1NC(=O)CSc1ncnc2ccccc12
2.4,9.8,0.6,-4.3,-9.4,-0.8,0.8,-5.1,1.7,CCn1c(COc2cccc(C)c2C)nnc1SCC(=O)Nc1cc(C)on1
2.7,8.0,-4.7,-31.6,-11.1,34.2*,-4.2,-3.2,-1.8,COc1ccc2nc(N=Nc3c(O)ccc4ccccc34)sc2c1
11.6,1.6,-7.1,1.5,-11.1,0.6,-3.9,-9.1,-1.5,N/C(=N\S(=O)(=O)c1cc(C(F)(F)F)cc(C(F)(F)F)c1)c1cccs1
-4.8,-1.7,-0.2,-0.8,-16.5,1.5,-1.1,-8.8,-0.3,CCC(=O)Nc1ccc(NC(=O)CSc2nnnn2CC)cc1C
-0.8,-8.8,-8.3,-6.0,-20.2,-4.9,-3.7,-3.4,-2.0,CC(=O)N1CCCN(Cc2nc(C3(c4ccc(C)cc4)CCCC3)no2)CC1
-5.7,-43.5,-13.3,-41.4,-26.6,-12.2,-1.1,-1.0,-0.2,COc1ccc2[nH]c(=O)c(CN(C(=O)c3cccnc3)c3ccc(C)cc3C)cc2c1
-0.6,-7.6,-12.3,3.6,-21.1[20 µM],-11.8,1.8,-0.9,1.4,C/C(=C\c1ccccc1)C(=O)Nc1cc(C)on1
1.7,44.3,-14.7,13.2,-9.2,-3.7,-4.0,-4.9,43.3,Cn1c(=O)c2c(nc(Br)n2CCCc2ccccc2)n(C)c1=O
5.4,-2.3,-4.6,-13.8,-20.0[20 µM],-5.3,-1.8,-8.6,1.4,CCn1nc(C)c(NS(=O)(=O)c2ccc(C)cc2)c1C
1.9,7.9,3.9,41.5,-15.6[20 µM],-3.3,3.7,3.4,9.2,CCCc1ccc(OCC(=O)NNC(=S)NC(=O)c2ccco2)cc1
4.1,-4.4,6.6,27.4,-17.0,-4.8,3.3,-7.9,7.3,Cc1ccc(-n2c(CC#N)n[nH]c2=S)c(C)c1
-3.6,-2.6,-9.7,20.8,-16.8,1.1,-0.5,-5.7,0.6,Cn1cc(S(=O)(=O)N2CCN(c3cccc(Cl)c3)CC2)c(=O)n(C)c1=O
-3.4,-2.1,-2.0,-12.5,-19.9[20 µM],-5.7,2.6,-6.5,0.6,C=CCNC(=O)NC(=S)c1ccccc1
1.9,4.5,-13.6,-9.1,-21.5,-5.5,0.4,-4.0,1.8,COC(=O)c1cc(C(=O)OCC(=O)NCc2ccc3c(c2)OCO3)cc([N+](=O)[O-])c1
3.0,-11.6,-12.7,-16.1,-20.8,-7.1,2.6,-6.7,0.0,Nc1c(C(=O)c2ccc(Br)cc2)oc2ccccc12
-3.8,-0.9,-0.8,24.7,-10.2,-0.1,0.6,-8.6,2.5,O=C(NNC(=S)NCc1ccccc1)c1ccc(OC(F)F)cc1
-3.0,-5.4,-6.2,3.3,-15.2,9.9,-5.4,8.0,-5.2,COc1cc(-c2nc3n(n2)C(c2cccc(OC)c2OC)C2=C(CCCC2=O)N3)cc(OC)c1OC (stereo not drawn)
0.9,3.1,-11.6,8.6,-16.8,-5.8,-0.8,-8.1,2.6,Cc1cc(C)c2cc(C(=O)N3CCc4ccccc4C3)[nH]c2c1
2.2,-3.8,-8.5,4.2,-17.7[20 µM],-9.2,1.0,-5.3,1.2,COc1ccc(-n2cnc3cc(NCc4ccccn4)ccc32)cc1
-3.0,5.6,-0.8,-4.4,-18.5,-12.8,0.4,-9.2,-0.9,Cc1cccc(-n2ccnc2SCC(=O)Nc2nccs2)c1C
-4.2,-1.3,-0.8,9.1,-16.5[20 µM],-1.2,-1.4,-5.0,4.2,CCOc1ccc(-c2cc(CCCC(=O)NCCc3ccccc3)no2)cc1
1.9,-0.4,0.9,6.2,-14.5[20 µM],-1.6,1.1,-11.6,-2.2,COC(=O)c1ccc(N(C(=O)CNC(=O)c2ccco2)C(C(=O)NC2CCCC2)c2ccco2)cc1 (stereo not drawn)

Arranged by count of non-hydrogen atoms (largest number first): part of the list above.
p97 ATPase inh,Tb hexokinase,EBV gp42 inh,Calpain2 inh,Furin inh,NCF1 inh,Runt-SMMHC FRET,RBBP9 inhibitor,Runt-CBFb FRET,Structure
-4.2,-1.3,-0.8,9.1,-16.5[20 µM],-1.2,-1.4,-5.0,4.2,CCOc1ccc(-c2cc(CCCC(=O)NCCc3ccccc3)no2)cc1
-3.9,5.2,-8.9,-4.4,-5.4,10.3,-0.2,-10.5,0.5,O=C(C1CC1)N1CCc2cc(Br)cc(S(=O)(=O)NCCN3CCOCC3)c21
4.4,4.7,-8.7,-21.5,-17.5[20 µM],-0.4,1.9,0.1,0.5,COc1cc(NC(=O)CC2NCCNC2=O)cc(OC)c1 (stereo not drawn)

(next part)
p97 ATPase inh,Tb hexokinase,EBV gp42 inh,Calpain2 inh,Furin inh,NCF1 inh,Runt-SMMHC FRET,RBBP9 inhibitor,Runt-CBFb FRET,Structure
6.6,-5.3,-5.6,-13.1,-1.5,-16.6,0.6,12.2,1.3,Cn1c(C(=O)NCCN2CCOCC2)cc2sccc21
17.3*,-0.9,-11.4,5.4,-10.2[20 µM],-6.3,-22.3,10.2,-5.5,C=CC[n+]1c(-c2ccc(OC)cc2)csc1NNC(=O)Nc1ccccc1
7.5,-5.4,-15.3,-36.4,-15.5,-13.4,2.6,-2.5,-2.5,CN(C)C(=O)NC1CCCCCCCCCCC1
-22.3,-19.4,-12.6,11.2,0.4[20 µM],-39.4,1.9,0.6,0.5,COc1cc(/C=N/Nc2nn3cnnc3c3ccccc23)ccc1O
-4.7,-0.4,-9.8,-5.4,-20.2[20 µM],-12.8,-3.4,-5.0,1.4,CCn1ncc(Br)c1C(=O)Nc1ccc(Cl)cn1
1.5,-1.0,-0.2,45.1,-23.0,-6.6,-0.4,0.7,-0.6,Cc1cc(C)nc(/N=C(\N)N(Cc2ccccc2)Cc2ccccc2)n1
-1.4,7.7,4.5,13.6,3.2,-4.5,-14.6,-7.7,-2.6,CCOc1ccc(N(CC(=O)NCc2ccco2)S(C)(=O)=O)cc1
-1.5,42.2,9.4,-60.4,-15.5,1.2,1.2,-3.8,-2.6,Cc1cc(C)n(-c2nc(NCC(C)O)c3c4c(sc3n2)CCCC4)n1 (stereo not drawn)
1.7,-3.2,-21.8,22.5,-20.0,-3.9,5.1,-0.2,-0.4,CSc1nnc2n(-c3ccccc3)c(=O)c3c4c(sc3n12)CCC4
-3.1,0.5,3.7,22.1,-18.0,0.8,3.3,1.8,-1.5,Cc1ccc(C(=O)OCC(=O)N2CC(=O)Nc3ccccc32)s1
2.5,-2.9,-8.0,-2.7,-18.2[20 µM],-21.0,-1.5,-4.6,·,Clc1ccc(Cn2c(-c3cccnc3Cl)nc3ccccc32)cc1
-1.7,-5.8,0.4,-33.7,0.9[20 µM],-1.3,-0.9,-10.4,-0.2,CC(C)Oc1ccc(C(=O)NC(C)(C)CO)cc1
4.2,1.4,-4.4,7.1,-34.8,-1.8,-1.3,-5.9,-3.9,O=C1CCC(=O)N1OCCOc1ccc(Cl)c2ccccc12
-2.9,-2.6,-4.7,-10.8,-24.1,-7.4,-30.7,-4.5,-1.2,CC(=O)N1CCN(C(=O)CNc2cc(C(F)(F)F)ccc2OCC(F)(F)F)CC1
3.1,-22.4,-58.5,-271.7,-40.7,-10.1,-6.8,-15.7,-0.8,COc1ccc(C2(C)NC(=O)N(CC(=O)Nc3ccc(-c4nc5ccc(C)cc5s4)cc3)C2=O)cc1 (stereo not drawn)
4.3,0.9,-18.8,0.4,-11.6[20 µM],-14.2,-3.6,2.5,-0.6,O=C1C2C3C=CC(C3)C2C(=O)N1c1ccc2ccccc2n1 (stereo not drawn)
-0.5,-4.6,-2.5,9.6,-29.8[20 µM],-19.9,1.9,0.9,1.7,COc1ccc(OC)c(S(=O)(=O)N(C)CC(=O)N2CCN(c3ccccc3)CC2)c1
3.7,-1.5,-13.5,-12.8,-20.5[20 µM],-2.3,-2.0,-5.3,-9.6,CCn1c2c(c3cc(OCC(C)C)ccc31)CCCC2=O
-1.7,-9.2,-3.9,22.3,-12.8,-2.4,4.0,-3.8,1.1,O=C(NCc1cccnc1)C(=O)N/N=C/c1ccccc1[N+](=O)[O-]
6.5,0.1,-18.7,-2.6,-24.7,-40.8,0.3,6.2,-0.1,O=C(Nc1ccccc1C(=O)N1CCCCCC1)c1ccc(Cl)cc1
-3.5,-2.2,-13.0,-18.3,-10.2[20 µM],-8.3,1.8,-11.6,0.1,Cc1ccc(N(C(=O)CCC(=O)Nc2cc(C)on2)C(C(=O)NC2CCCC2)c2cccs2)cc1 (stereo not drawn)
-1.5,-2.8,-6.7,-2.8,-6.0[20 µM],-3.6,-2.2,-1.4,2.0,CC(C)NC(=O)C(=O)NCCN1CCN(S(=O)(=O)c2ccc(Cl)cc2)CC1
3.7,4.5,-19.9,-19.4,-36.8,-7.1,2.2,-1.9,-0.2,CN(C)S(=O)(=O)c1ccc(C(=O)NCC2(N3CCCCC3)CCCCC2)cc1
7.3&5.0,-8.7&-11.3,-8.8&-7.8,-7.5&4.0,-11.6&-10.1,-11.3&-0.6,0.0,1.6&0.7,0.8,O=C(O)Cc1csc(-c2cccc(Oc3ccccc3)c2)n1

Looked up above.
For p97 ATPase inh, CCOc1ccc(N(CC(=O)NCc2ccco2)S(C)(=O)=O)cc1 is listed with -1.4
For Runt-CBFb FRET, CCn1ncc(Br)c1C(=O)Nc1ccc(Cl)cn1 is listed with 1.4
For Calpain2 inh, O=C1C2C3C=CC(C3)C2C(=O)N1c1ccc2ccccc2n1 (stereo not drawn) is listed with 0.4
